697 NFkB inh – lowers PMA/ionomycin-induced NF-kB signal in 697 B cells. 697 B-cell NF-kB luciferase reporter, 16 h. inhibition, % at 4 µM. 330,000 tested, 0.33% active. AID 435022; in the data active = inhibition above about 35%
CXCR6 block – blocks human CXCR6 beta-arrestin recruitment; O00574; CHO-K1 PathHunter CXCR6 beta-arrestin, luminescence; inhibition, % at 20 µM; 360,000 tested, 0.36% active; AID 602244; in the data active = inhibition above about 34%, passing the limit was not always enough;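 note: antagonist mode with CXCL16 agonist at 10 nM final; 0% = 10 nM CXCL16 with DMSO and 100% = unstimulated wells without agonist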
EBI2 antag – antagonists of human EBI2 receptor. P32249. EBI2 beta-arrestin recruitment, luminescence, 7a,25-OHC stimulated. inhibition, % at 5 µM. 360,000 tested, 0.81% active. AID 651636; in the data active = inhibition above about 38%;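 note: enzyme fragment complementation signal reports receptor beta-arrestin coupling in cells; 0% = agonist plus DMSO wells and 100% = wells without agonist; some results beyond the cut were filed as inactive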
CHOP UPR activ – apoptotic UPR (CHOP) activation; CHO-CHOP luciferase reporter, luminescence; percent of tunicamycin response over DMSO baseline; activation, % at 10 µM; 330,000 tested, 0.34% active; AID 449763;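 active = at 10 µM dose, activation of 40% or more, normalized to positive control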;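 note: 100% = tunicamycin at 10 µg/mL and 0% = DMSO alone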
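Assay system: CHO-CHOP cells, stable luciferase reporter of PERK-eIF2a-CHOP signalling / Buffer or medium: F12 plus 10% serum / Compound dosing: one dose, 10 µM in 0.5% DMSO / Times: 6 h compound treatment, 37 °C / Technique: luciferase luminescence / Read-out: % reporter activation, DMSO baseline versus tunicamycin full activation / Benchmarks: tunicamycin and DMSO controls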
Mdm2 MdmX PPI – human Mdm2/MdmX binding inhibition. O15151+Q00987. SaOS-2 split-luciferase Mdm2/MdmX complementation, luminescence. inhibition, % at 8 µM. 330,000 tested, 3% active. AID 485346;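 active = inhibition of at least 50% at 8 µM in the primary screen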
Target sequence (O15151 whole entry, looked up): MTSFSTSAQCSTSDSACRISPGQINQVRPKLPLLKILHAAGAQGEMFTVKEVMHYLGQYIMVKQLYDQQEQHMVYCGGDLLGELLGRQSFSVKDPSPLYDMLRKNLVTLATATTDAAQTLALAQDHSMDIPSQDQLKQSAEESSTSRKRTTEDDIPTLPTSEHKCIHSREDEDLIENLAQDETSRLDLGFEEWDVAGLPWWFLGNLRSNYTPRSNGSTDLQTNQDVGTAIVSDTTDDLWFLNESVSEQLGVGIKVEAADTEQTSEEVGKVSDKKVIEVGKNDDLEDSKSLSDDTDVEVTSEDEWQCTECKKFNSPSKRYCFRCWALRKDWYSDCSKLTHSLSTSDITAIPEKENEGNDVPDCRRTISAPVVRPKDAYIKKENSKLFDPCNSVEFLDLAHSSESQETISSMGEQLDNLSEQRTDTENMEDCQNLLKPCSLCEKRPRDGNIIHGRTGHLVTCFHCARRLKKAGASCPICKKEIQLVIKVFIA
Target sequence (Q00987 whole entry, looked up): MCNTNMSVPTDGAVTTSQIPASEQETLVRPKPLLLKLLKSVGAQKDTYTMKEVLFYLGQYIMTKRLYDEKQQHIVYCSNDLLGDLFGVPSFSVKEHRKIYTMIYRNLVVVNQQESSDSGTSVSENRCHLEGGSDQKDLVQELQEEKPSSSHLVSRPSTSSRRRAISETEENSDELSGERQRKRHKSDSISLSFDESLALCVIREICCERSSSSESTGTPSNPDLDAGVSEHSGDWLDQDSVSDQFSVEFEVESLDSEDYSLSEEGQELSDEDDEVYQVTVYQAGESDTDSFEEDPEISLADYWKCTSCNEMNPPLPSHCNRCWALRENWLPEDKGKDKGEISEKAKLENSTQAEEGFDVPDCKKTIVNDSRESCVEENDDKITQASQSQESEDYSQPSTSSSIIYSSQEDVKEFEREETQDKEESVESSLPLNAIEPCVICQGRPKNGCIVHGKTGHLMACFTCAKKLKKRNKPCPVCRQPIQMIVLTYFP
Jurkat NFkB inh – inhibitors of the PMA/ionomycin-induced NF-kB reporter in Jurkat cells; PMA/ionomycin-induced NF-kB luciferase reporter, luminescence; inhibition, % at 4 µM; 330,000 tested, 0.53% active; in the data active = inhibition above about 50%
UPR XBP1 act – activators of adaptive arm of unfolded protein response (XBP1); CHO-XBP1 luciferase reporter, IRE1-XBP1 UPR activation, luminescence; percent of tunicamycin response, DMSO as zero; activation, % at 20 µM; 330,000 tested, 0.33% active;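 active = versus positive control, 20 µM dose yields 30% or more activation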;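 note: 100% = tunicamycin at 10 µg/mL and 0% = DMSO only wells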
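Material – CHO cell line with stable XBP1 luciferase reporter · Buffer or medium – F12 plus 10% FBS · Compound – single point, 20 µM final compound, 1% DMSO · Schedule – 16-18 h cell attachment at 37 °C, then 6 h compound exposure · Signal – Steady-Glo luminescence read · Benchmarks – high control tunicamycin 10 µg/mL final, low control DMSO vehicle only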
CCR6 antag – blocks CCL20-driven beta-arrestin recruitment at human CCR6; CHO-K1 CCR6 PathHunter beta-arrestin, luminescence, CCL20-stimulated; P51684; 340,000 tested, 0.49% active; inhibition, % at 20 µM;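 active = compounds whose inhibition of the agonist-driven luminescence signal at 20 µM reaches about 50%, limit read from the data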;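 note: cells stimulated with CCL20 at 14 nM final; plate controls were DMSO with CCL20 for no effect and DMSO without agonist for full effect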
Gli-Sufu block – antagonists of Gli-Sufu signaling; 340,000 tested, 0.74% active; Sufu-KO-LIGHT fibroblasts, Gli luciferase reporter luminescence; inhibition, % at 5 µM;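 active = inhibition above about 55%, limit read from the data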;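 note: 0% = DMSO-treated cells and 100% = wells with medium but no cells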
* = called active by the depositor; · = not tested or not shown.

SMILES	697 NFkB inh	CXCR6 block	EBI2 antag	CHOP UPR activ	Mdm2 MdmX PPI	Jurkat NFkB inh	UPR XBP1 act	CCR6 antag	Gli-Sufu block
CCc1cc2c(=O)c(-c3nc4ccccc4[nH]3)coc2c(CN2CCCCC2)c1O	7	-1	-11	2.8	15	-8	-1	-6	5
CCC1(c2ccccc2)NC(=O)N(CC(=O)Nc2cc(Cl)ccc2N2CCOCC2)C1=O (configuration not stated)	-4	-6	-3	0.9	1	-2	1	-1	9
Cc1ccc2nc(-c3ccc(N)cc3)sc2c1	-213	-12	13	-6.2	-9	-85	-5	-19	-80
CC1=C[C@H](C)[C@H](c2c(F)cccc2Cl)CC1=O	20	6	-15	1.2	6	-3	-2	6	-5
Cc1cccc(NC(=O)c2nc[nH]c2C(=O)Nc2cccc(C)c2)c1	3	-9	-22	0.8	40	4	3	-12	5
CCCc1cc(C(=O)NCc2cccnc2)no1	-8	-4	2	-0.5	10	1	3	-2	-17
O=C1CSC(=Nc2ccc(O)cc2)N1	5	-21	3	-0.1	-7	-15	-3	0	-2
CC(=O)Nc1ccccc1C(=O)C(=O)Nc1ccc(F)c(Cl)c1	-2	0	2	4.1	-1	-16	-2	14	-37
O=C1NCCC/C1=N/Nc1cc(F)ccc1F	-89	1	-11	3.6	2	-61	2	10	-23
Cc1cccc(NC(=O)Cn2nnc(-c3ccc(CN4CCCC4)cc3)n2)c1C	7	-1	6	-3.4	9	-13	-2	1	8
O=C(Cn1cnc2ccccc21)N1CCc2ccccc21	14	-4	6	-0.8	12	14	1	8	-3
COc1cccc(CN2CCN(C(=O)c3ccco3)CC2)c1OC	4	-12	-13	1.3	10	-13	-1	-7	-3
CCOC(=O)c1ccc(NC(=O)C(=O)NCc2ccccn2)cc1	16	11	-11	0.3	8	-6	-2	-7	-6
CCCCS/C(=C(/C#N)C(N)=O)c1cc2c([nH]1)CCCC2	1	-2	0	-1.6	38	6	-1	-27	-1
Cc1ccc(NC(=O)CCN2CCC(Cc3ccccc3)CC2)cc1	7	7	41	-0.5	8	4	0	18	23
CC(C)c1ccc2oc(=O)cc(CN3CCN(c4ccccc4)CC3)c2c1	-10	12	22	1.4	-3	9	0	1	12
CC1CCCN(CCCNC(=O)C2CCN(S(=O)(=O)N3CCC4(CC3)OCCO4)CC2)C1 (configuration not stated)	10	2	-2	-0.6	-3	4	5	11	7
CC1CCc2sc(C(=O)OCC(=O)NC(N)=O)cc2C1 (configuration not stated)	15	-4	1	1.2	28	12	2	5	6
N#CCCNc1c(Cl)cc(Cl)cc1C(=O)O	19	3	-13	1.9	0	9	-1	6	-8
CC1(C)Cc2c(cnn2-c2ccccc2)C(NC(=O)CCc2ccncc2)C1 (configuration not stated)	-2	-2	3	2.2	19	-2	-6	8	6
COc1ccc(CC(=O)OCC(=O)NC2CC2)cc1	3	-6	-15	-1.5	19	-9	-1	-1	-2
C=CCNc1nnc(Cc2ccc(C(C)C)cc2)c(=O)[nH]1	-7	-24	-17	0.6	38	27	-3	-17	13
CC(C)(C)Nc1c([N+](=O)[O-])c(=O)sc2ccccc12	17	11	-6	-0.5	13	5	2	15	26
O=C(COC(=O)/C=C/c1ccc([N+](=O)[O-])cc1)NCc1ccc2c(c1)OCO2	5	-4	10	2.3	18	1	0	-9	-3
Cn1ccsc1=NC(=O)c1cccc(C#N)c1	-23	6	2	2.5	2	-18	-3	14	-28
More structures.
SMILES	697 NFkB inh	CXCR6 block	EBI2 antag	CHOP UPR activ	Mdm2 MdmX PPI	Jurkat NFkB inh	UPR XBP1 act	CCR6 antag	Gli-Sufu block
CCC1(O)c2ccccc2-c2ncccc21 (configuration not stated)	11	-2	-5	-1.3	7	3	0	5	-2
COc1cccc(NC(=O)CN(C)C(=O)/C=C/c2cc(OC)ccc2OC)c1	-18	-5	3	6.9	-20	-29	0	-2	0
COc1cccc(SCC2CSc3nc4ccccc4c(=O)n32)c1 (configuration not stated)	9	0	3	0.2	-18	10	0	8	-11
Cc1[nH]c(=O)[nH]c(=O)c1S(=O)(=O)N1CCCC(C(=O)N2CCC(Cc3ccccc3)CC2)C1 (configuration not stated)	0	-11	-8	0.8	16	-6	-2	0	-2
CCc1ccc2c(CN3CCOCC3)cc(=O)oc2c1	-21	-2	-6	1.1	1	-17	-4	7	42
Cc1ccc(C)c(N/N=C2\CCCNC2=O)c1	22	-2	-1	2.2	-9	-1	0	-1	0
Cc1[nH]c2ccccc2c1/C=N/NS(=O)(=O)c1ccccc1	6	0	1	2.7	-4	13	1	2	2
O=C(CN1CCN(C(C(=O)Nc2ccc(Cl)cc2C(F)(F)F)c2ccccc2)CC1)NC1CC1 (configuration not stated)	14	0	1	0.8	-12	3	-3	9	3
COc1ccc([N+](=O)[O-])cc1N(CC(=O)NCc1ccco1)S(C)(=O)=O	19	-6	-7	0.5	22	19	1	11	-7
Nc1c(C(=O)CSc2nnc(-c3ccccc3)o2)c(=O)[nH]c(=O)n1C1CC1	6	2	-2	3.2	50	4	7	10	5
CCn1cnc2c(cnn2-c2ccccc2)c1=O	-4	2	1	2.2	7	-18	4	11	-41
COc1ccccc1N(Cc1cc(=O)[nH]c2ccccc12)C(=O)c1ccccc1	4	6	1	0.6	9	3	0	-6	-13
c1ccc(Cn2cc(CNc3ccccc3)nn2)cc1	-9	5	49*	1.8	-22	-17	5	2	-21
Cc1ccc(CN2CCCNC2=O)cc1	7	-6	2	-1.4	-18	4	0	16	-2
COc1ccccc1-c1cc(C(=O)N/N=C/c2cccs2)c2ccccc2n1	-181	-2	7	1.4	66*	-4	-4	14	10
CC1CCCCC1NC(=O)Cn1nc(-c2ccccc2)ccc1=O (configuration not stated)	15	0	-3	-0.8	-8	13	1	14	6
CC(C)CN(C(=O)CCCSc1nc2ccccc2[nH]1)c1c(N)n(Cc2ccccc2)c(=O)[nH]c1=O	11	0	1	0.6	21	1	-3	10	-19
Cc1cc(NC(=O)Cn2cnc3c(nnn3-c3ccc(C)c(Cl)c3)c2=O)no1	15	6	0	-0.2	43	-2	-2	-8	-4
CCC(C)NC(=O)/C=C/c1cccs1 (configuration not stated)	-66	8	-12	3.4	-31	29	1	-2	-5
COc1ccc(NC(=O)Nc2ccccc2SC)cc1OC	5	-7	4	0.6	-9	-14	1	0	-20
CCc1ccc(-c2cc(C(=O)NN3CCN(C)CC3)c3ccccc3n2)cc1	-25	-8	0	3.2	13	-32	1	-5	-5
CC1=C(N2CCN(c3ncccn3)CC2)CCC1=O	16	2	1	-1.7	12	2	-2	10	-2
CCCc1cc(N2CCOCC2)n2ncc(-c3ccccc3)c2n1	-71	-7	6	4.4	40	-50	-6	10	-8
CC1CC(C)(C)NC(=S)S1 (configuration not stated)	21	6	-9	-0.5	-13	0	0	-10	35
COc1ccccc1N(CC(=O)NCc1ccccc1)C(=O)CCC(=O)Nc1nccs1	14	8	-12	2.2	15	-5	-3	9	6

3 entries out of the list above, ordered by the number in UPR XBP1 act, falling:
mol,UPR XBP1 act
CCC1(O)c2ccccc2-c2ncccc21 (configuration not stated),0
CC1=C(N2CCN(c3ncccn3)CC2)CCC1=O,-2
COc1ccccc1N(CC(=O)NCc1ccccc1)C(=O)CCC(=O)Nc1nccs1,-3

The list goes on.
SMILES	697 NFkB inh	CXCR6 block	EBI2 antag	CHOP UPR activ	Mdm2 MdmX PPI	Jurkat NFkB inh	UPR XBP1 act	CCR6 antag	Gli-Sufu block
O=C(CN1CCCCCC1)Nc1ccc(Br)cn1	4	6	-5	-0.2	12	-6	0	5	39
O=C(c1cc(C2CC2)nn1-c1ccccc1)N1CCN(c2ncc(C(F)(F)F)cc2Cl)CC1	10	9	-7	-0.6	-8	-4	-1	16	1
COCCN1C=C(C(=O)OC)C(c2ccccc2C(F)(F)F)C(C(=O)OC)=C1	-15	-5	-10	1.7	4	10	-3	-3	21
O=C(CC1Sc2ccccc2NC1=O)NNC(=O)Nc1ccc(Cl)cc1 (configuration not stated)	9	-2	-12	3.0	5	4	-3	10	-3
CCCCc1ccc(NC(=O)COc2ccc(C(=O)Nc3ccccc3OC)cc2)cc1	-37	·	·	0.9	2	0	1	·	·
Cc1cccc(NC(=O)CSCC(=O)N(C)CC(=O)Nc2cccc(F)c2)c1	17	7	-2	-0.1	3	10	0	15	-3
Cc1ccccc1NC(=O)NC1CCCCC1C (configuration not stated)	-9	6	-4	0.1	-23	-15	-4	-3	-13
Cn1c(=O)[nH]c(=O)c2c1nc(SCC(O)CO)n2Cc1ccccc1Cl (configuration not stated)	-1	10	-7	0.4	-18	1	-2	18	11
Cc1cccc(NS(=O)(=O)c2cc(Cl)ccc2Cl)n1	-16	3	-4	-0.2	2	0	0	13	-5
CC(=O)c1cccc(NC(=O)C2CCCN(S(C)(=O)=O)C2)c1 (configuration not stated)	-29	4	-1	0.5	15	-8	0	5	16
Cc1cccc(OCC(=O)N2CCC3(CC2)CC(=O)c2ccccc2O3)c1	4	-2	31	-1.8	-22	4	-1	7	-6
CCN(C(=O)COC(=O)CCc1ccc(OC)cc1)c1c(N)n(Cc2ccccc2)c(=O)[nH]c1=O	8	-10	1	4.1	23	-1	4	-1	-4
CSC(=NCc1ccc(F)cc1)NS(=O)(=O)c1cccs1	9	0	2	0.1	5	4	-3	-4	2
COc1ccc(C(=O)c2sc3nc(-c4ccccc4)ccc3c2N)cc1	-40	-4	11	0.2	-11	-15	-3	-17	-4
Cc1ccc(O)c(CNc2ccc(S(=O)(=O)Nc3nccs3)cc2)c1	-4	-1	9	1.0	22	6	-1	6	-32
COC(C(=O)Nc1ccc(C(C)=O)cc1)c1ccccc1 (configuration not stated)	12	-12	6	1.4	8	9	0	8	-11
Clc1ccc2c(NCc3ccco3)ncnc2c1	-24	0	-1	1.3	14	1	-5	28	9
Cc1nnc(SCCCn2c(N3CCCCC3)nc3c2c(=O)[nH]c(=O)n3C)s1	-9	-1	0	-1.2	-8	-9	-1	-15	6
COCCCNC(=O)c1ccc(NC(C)=O)cc1	11	-15	-14	-0.8	27	-6	-3	9	-5
COc1ccc(CCNc2nc(-c3cccnc3)nc3ccccc23)cc1OC	23	-8	-3	6.5	35	-7	16	-9	-6
COC(=O)COc1cc(=O)oc2ccc(NS(=O)(=O)c3ccccc3)cc12	0	-3	-7	-0.4	13	-6	-5	2	5
O=S(=O)(c1ccc(Br)cc1)N1CCn2c(nc3ccccc32)C1	-6	-1	-11	2.7	11	-4	-3	8	7
CC(C)N(C(=O)CO/N=C/c1cccc([N+](=O)[O-])c1)C(C)C	6	11	6	0.2	8	8	-2	16	-5
CCOc1ccc(-n2c(N)c(C(=O)NCC3CCCO3)sc2=S)cc1 (configuration not stated)	22	7	-10	-2.2	16	5	-1	2	-22

Reprinted at random: four compounds from above.
SMILES	697 NFkB inh	CXCR6 block	EBI2 antag	CHOP UPR activ	Mdm2 MdmX PPI	Jurkat NFkB inh	UPR XBP1 act	CCR6 antag	Gli-Sufu block
Clc1ccc2c(NCc3ccco3)ncnc2c1	-24	0	-1	1.3	14	1	-5	28	9
Cc1ccc(O)c(CNc2ccc(S(=O)(=O)Nc3nccs3)cc2)c1	-4	-1	9	1.0	22	6	-1	6	-32
Cc1nnc(SCCCn2c(N3CCCCC3)nc3c2c(=O)[nH]c(=O)n3C)s1	-9	-1	0	-1.2	-8	-9	-1	-15	6
O=C(c1cc(C2CC2)nn1-c1ccccc1)N1CCN(c2ncc(C(F)(F)F)cc2Cl)CC1	10	9	-7	-0.6	-8	-4	-1	16	1

From PubChem
